Screens: PubChem BioAssay, several laboratories
DAX1 inh-1: DAX1 (NR0B1) inhibitors on StAR promoter, primary screen, cell-based, luminescence, SF-1 (NR5A1), full-length DAX-1; AID 652010, 2013; hit rate 1.1% among 370,000; inhibition, % at 6.8 µM; HEK293T StAR-luciferase reporter, SF-1/DAX-1 repression relief;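 active = inhibition above the mean over all tested compounds plus 3 SD, cut at about 3.6% in these data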;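 also: 0% = DAX-1 cells with DMSO and 100% = cells lacking DAX-1 with DMSO; higher inhibition means more luminescence from relief of DAX-1 repression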
sPLA2-III inh: human group III sPLA2 inhibitors, primary screen, biochemical, QFRET, BODIPY PC-A2 liposome substrate; QFRET BODIPY PC-A2 liposome hydrolysis, fluorescence; Group 3 secretory phospholipase A2 (Homo sapiens), Q9NZ20; inhibition, % at 12.2 µM; hit rate 0.56% among 370,000;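 active = inhibition above mean plus 3 SD of compounds lying within the high and low control bounds, cut at about 19% in these data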;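 also: 0% = median of test compound wells and 100% = no enzyme DMSO wells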
Target sequence (Q9NZ20 whole entry, looked up): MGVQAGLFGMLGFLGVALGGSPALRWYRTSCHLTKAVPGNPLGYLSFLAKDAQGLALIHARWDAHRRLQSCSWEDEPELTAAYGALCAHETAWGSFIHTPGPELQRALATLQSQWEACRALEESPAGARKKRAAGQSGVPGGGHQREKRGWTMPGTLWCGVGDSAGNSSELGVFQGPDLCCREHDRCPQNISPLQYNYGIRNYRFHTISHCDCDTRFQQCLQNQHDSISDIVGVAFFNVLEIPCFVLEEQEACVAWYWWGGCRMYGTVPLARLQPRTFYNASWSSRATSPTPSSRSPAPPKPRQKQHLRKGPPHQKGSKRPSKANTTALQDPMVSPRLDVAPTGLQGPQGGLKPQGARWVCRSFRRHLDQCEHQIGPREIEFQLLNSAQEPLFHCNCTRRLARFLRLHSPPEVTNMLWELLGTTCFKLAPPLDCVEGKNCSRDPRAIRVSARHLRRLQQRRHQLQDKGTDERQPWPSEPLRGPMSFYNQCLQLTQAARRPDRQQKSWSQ
FXN GAA850 act: FXN promoter activators, primary screen, cell-based, luciferase luminescence, HEK293 lucGAA850; hit rate 0.56% among 360,000; HEK293 lucGAA850 FXN promoter luciferase reporter, 24 h; percent of 10 µM SAHA response; activation, % at 6 µM;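 active = activation above the average of all compounds screened plus 3 SD, cutoff fixed separately per campaign, cut at about 7.5% in these data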;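 also: 0% = DMSO wells and 100% = 10 µM SAHA wells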
GC-B act: human GC-B receptor activators, primary screen, HEK293 GC-B cells, cGMP TR-FRET, EC30 CNP; Atrial natriuretic peptide receptor 2 (Homo sapiens), P20594; 0% at EC30 CNP, 100% saturating CNP; activation, % at 10 µM; hit rate 0.11% among 370,000;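 active = activation at 10 µM reaching about 35% in either raw or pattern-adjusted values, limit read from the data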
DAX1 inh-2: DAX1 (NR0B1) inhibitors, primary screen, cell-based, HEK293, Gal4-DAX1, luciferase luminescence. inhibition, % at 6.75 µM. Nuclear receptor subfamily 0 group B member 1 (Homo sapiens), P51843. AID 504766, 2011. HEK293 Gal4-DAX1 luciferase reporter. hit rate 0.99% among 340,000;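 active = inhibition above the mean over all tested compounds plus 3 SD, cut at about 4.2% in these data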;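 also: 0% = DAX1-transfected cells with DMSO and 100% = empty-vector control cells with DMSO; inhibition shows as a rise in luminescence from relieved DAX1 repression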
hcDAF-12 act: H. contortus DAF-12 nuclear receptor activators, primary screen, cell-based, luminescence, HEK293, lit1-tk-luc reporter; HEK293 hcDAF-12 lit1-tk-luc reporter; 0% DMSO, 100% Δ7-dafachronic acid; activation, % at 6.8 µM; hit rate 1.4% among 370,000; AID 652067, 2013;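 active = activation above the mean of all tested compounds plus 3 SD, cut at about 5.5% in these data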;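 also: 100% = response to 3 µM Δ7-dafachronic acid high control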
SMARCA2 activ: SMARCA2 (BRM) function activators, primary screen, cell-based, luminescence, high throughput | MG213 cells, MMTV-luciferase reporter, dexamethasone, overnight | activation, % at 9.1 µM | hit rate 1% among 370,000 | AID 652017, 2013; in the data active = activation above about 7.8%;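 also: 0% = vehicle wells and 100% = reference activator wells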
hgDAF12 agonist: H. glycines DAF-12 receptor agonists, primary screen, cell-based, luminescence, HEK293, GAL4 fusion, UAS-luciferase; hit rate 1.8% among 370,000; Nuclear hormone receptor DAF-12 (Heterodera glycines), GAL4 fusion; HEK293 GAL4-hgDAF12 UAS-luciferase reporter, agonist luminescence; normalized to butyrate control; activation, % at 6.8 µM;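 active = activation above a cutoff set at the mean of all screened compounds plus 3 SD, cut at about 10% in these data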;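 also: 0% = DMSO wells and 100% = sodium butyrate wells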
ssDAF12 agonist: S. stercoralis DAF-12 nuclear receptor activators, primary screen, cell-based, luminescence, HEK293, GRIP1 co-expression, lit1-tk-luc; activation, % at 6.8 µM; Nuclear hormone receptor DAF-12 (Strongyloides stercoralis); HEK293 ssDAF-12/GRIP1 lit1-tk-luc reporter; % of 3 µM dafachronic acid response; AID 652126, 2013; hit rate 1% among 370,000;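 active = activation above the mean over all tested compounds plus 3 SD, cut at about 0.9% in these data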;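 also: 0% = DMSO-only wells and 100% = 3 µM delta7-dafachronic acid wells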
ADAM10 inh: human ADAM10 inhibitors, primary screen, biochemical, QFRET, HTS; recombinant ADAM10, EDANS/DABCYL FRET peptide cleavage, 3 h; inhibition, % at 7 µM; AID 720582, 2013; Disintegrin and metalloproteinase domain-containing protein 10 (Homo sapiens), O14672; hit rate 0.62% among 370,000;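 active = inhibition above a per-campaign cutoff equal to the mean of compounds falling between control-based bounds plus 3 SD, cut at about 20% in these data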;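 also: 0% = DMSO wells while the 100% control is not disclosed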
Target sequence (O14672 214-748 limits assumed): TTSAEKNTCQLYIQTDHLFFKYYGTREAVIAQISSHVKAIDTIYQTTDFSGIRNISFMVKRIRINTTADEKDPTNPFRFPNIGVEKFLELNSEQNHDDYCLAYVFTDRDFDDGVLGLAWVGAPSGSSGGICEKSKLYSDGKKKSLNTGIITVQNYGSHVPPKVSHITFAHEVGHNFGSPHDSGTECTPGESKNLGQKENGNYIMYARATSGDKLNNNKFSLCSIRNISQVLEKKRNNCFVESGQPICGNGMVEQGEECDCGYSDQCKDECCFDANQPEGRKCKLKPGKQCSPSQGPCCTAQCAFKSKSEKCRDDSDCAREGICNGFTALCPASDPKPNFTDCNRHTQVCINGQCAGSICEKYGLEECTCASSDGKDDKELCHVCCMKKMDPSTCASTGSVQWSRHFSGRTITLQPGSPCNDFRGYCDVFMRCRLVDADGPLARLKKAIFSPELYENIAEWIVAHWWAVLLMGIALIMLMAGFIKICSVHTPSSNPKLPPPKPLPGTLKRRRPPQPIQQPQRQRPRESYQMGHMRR
NPR1 activator: GC-A stimulated cGMP production enhancers – HEK293 GC-A cells, cGMP TR-FRET, EC30 ANP, primary screen; Atrial natriuretic peptide receptor 1 (Homo sapiens), P16066; 0% at EC30 ANP, 100% saturating ANP; hit rate 0.14% among 370,000; activation, % at 10 µM; in the data active = activation above about 40%
Active calls of the source: *; nt = no result given.

SMILES	DAX1 inh-1	sPLA2-III inh	FXN GAA850 act	GC-B act	DAX1 inh-2	hcDAF-12 act	SMARCA2 activ	hgDAF12 agonist	ssDAF12 agonist	ADAM10 inh	NPR1 activator
COC(=O)c1[nH]c2ccc(C)cc2c1NC(=O)CN1CCN(C(=O)c2ccccc2)CC1	-1.4	-9.6	-0.6	6.3	-1.0	-1.1	-4.7	-4.2	-1.4	-129.4	-1.9
C/C(=N\NC(=O)c1cc(C)nc2ccccc12)c1ccncc1	-4.6	2.9	-2.3	-0.1	0.2	-0.3	1.9	-0.5	-0.7	2.8	1.1
COc1ccc(CNC(=O)CN2C(=O)C(C)N(c3ccc(C)cc3)C2=O)cc1 (stereo unspecified)	-0.2	-5.7	-1.0	2.0	0.9	0.4	1.3	-0.3	-0.3	1.7	-0.9
O=C(CN(Cc1ccccc1)S(=O)(=O)c1ccc(F)cc1)NCc1ccncc1	-0.2	2.0	0.6	1.1	-0.8	1.7	-3.0	1.8	-0.8	-0.7	-7.9
CC(C)Nc1nc(Cl)nc(NC2CCCCC2)n1	0.0	-2.4	4.7	-3.1	1.4	-2.6	2.0	-0.2	-0.9	-0.6	0.4
CC(O)(c1ccccc1)c1nc(-c2cccc(C(F)(F)F)c2)cs1 (stereo unspecified)	-2.2	-5.2	2.0	-7.3	nt	0.5	-2.2	-1.8	-0.9	8.3	0.6
COc1nc(OC)nc(N2CCC(NC(=O)C(Cc3cccc(OC)c3OC)NC(C)=O)CC2)n1 (stereo unspecified)	0.1	12.0	3.5	0.8	-0.4	0.0	-3.5	-2.6	-1.7	-7.6	-7.2
COc1cc(-n2c(C)nc3cc(C(=O)N4CC(C)CC(C)C4)ccc32)cc(OC)c1OC (stereo unspecified)	0.3	3.0	nt	7.5	nt	-3.3	-5.9	-1.8	-1.6	2.9	7.7
O=C1Cc2ccccc2Sc2ccccc21	0.2	-13.9	-0.6	0.1	-0.3	-0.9	1.5	2.6	-1.0	-1.9	-1.8
COc1ccc(OC)c(-c2c(=O)n(OCc3ccccc3Br)c3ccccc3[n+]2[O-])c1	0.2	-4.2	0.9	-8.2	-0.8	-0.9	1.0	-2.3	-0.4	-0.9	-3.5
CCOC(=O)[C@@H]1CSCCS(=O)(=O)N1C(=O)[C@H](Cc1ccccc1)NC(=O)OC(C)(C)C	-1.2	1.7	nt	-1.3	nt	-0.3	0.1	-1.6	-0.5	1.9	-0.6
CCOc1ccc(NC(=O)Cc2ccc(NC3=NC4CS(=O)(=O)CC4S3)cc2)cc1 (stereo unspecified)	-0.9	4.2	-0.3	1.4	2.1	-3.5	2.8	0.3	-0.9	4.4	-4.1
COc1ccc(CCNC(=O)C2CC(=O)N(c3ccc(Br)cc3)C2)cc1OC (stereo unspecified)	-0.3	6.0	2.0	-0.4	-0.7	-1.2	-3.2	-2.2	-1.7	-0.6	2.8
COc1ccccc1N1CCN(C(=O)c2ccc(-c3ccc(Cl)cc3)o2)CC1	-5.4	-8.6	-4.2	1.5	-2.3	-2.2	-7.2	2.9	-1.4	6.0	-0.9
CN(c1ccccc1)S(=O)(=O)c1ccc(NC(=O)COc2ccccc2)cc1	-0.9	-23.1	0.9	-2.2	-0.5	-0.8	-1.4	-1.4	-0.8	9.5	-3.8
COc1cccc(-n2nnc3c(=O)n(Cc4cccc(F)c4)cnc32)c1	0.8	1.1	0.2	-2.2	2.4	-1.6	1.2	-1.1	-1.5	6.0	2.5
O=C(NCCNC(=O)c1ccc(Cl)cc1Cl)c1ccc(Cl)cc1Cl	0.3	9.0	nt	0.1	nt	-1.1	-4.8	3.1	-0.8	-9.1	-3.9
CC(C)c1nc2oc3c(N4CCN(C)CC4)ncnc3c2c2c1CCC2	-0.1	-4.0	0.2	-6.2	-0.9	1.4	2.2	0.4	-0.9	-61.7	12.1
c1ccc(-c2noc(-c3ccccc3-c3ccccc3)n2)cc1	-0.2	-7.5	-0.2	-4.5	-0.1	-0.8	2.0	-0.4	-0.9	-1.1	2.9
CCn1c(NC2CCCCC2)nc2ccccc21	-0.4	-5.6	-0.9	0.5	-0.1	-0.9	-2.5	0.7	-0.9	-4.4	-1.1
c1ccc(COc2ccccc2CNC23CC4CC(CC(C4)C2)C3)cc1	-0.9	-4.6	-5.3	-11.2	-0.7	-1.2	-1.3	-0.6	-1.5	-0.8	-13.6
CC(C)N(C[C@@H]1CSCCS(=O)(=O)N1)C(C)C	1.8	5.3	nt	1.1	nt	1.3	-2.5	-2.8	-1.0	-16.9	1.4
COc1c(/C=N/NC(N)=S)c(C)nn1-c1ccccc1	-0.8	4.1	0.3	-10.7	1.2	0.1	0.8	5.9	-1.1	0.3	-13.9
O=C(c1ccccc1F)N(Cc1ccc2c(c1)OCO2)Cc1cc2cc3c(cc2n2nnnc12)OCO3	-0.7	4.7	-4.0	-11.0	1.4	-1.2	0.1	1.9	-0.7	-9.4	-9.7
COCC(C)N1CCC(n2nccc2NC(=O)c2ccc3c(c2)OCO3)CC1 (stereo unspecified)	-1.6	-4.3	0.9	3.6	1.7	-0.1	3.5	7.9	-1.2	-2.8	2.1
C[C@H](CO)N1C[C@H](C)[C@@H](CN(C)C(=O)Nc2ccccc2)Oc2c(cccc2N(C)C)C1=O	-0.1	3.5	-2.7	-6.7	-1.1	-0.8	1.9	-1.8	-1.6	-2.1	-2.7
O=c1c(C=NCc2cccnc2)c(C(F)(F)F)[nH]n1-c1nc2ccccc2s1	2.7	-4.5	-1.1	-5.0	-3.0	1.3	11.6*	2.9	-0.5	-3.8	0.8
CC(C(=O)Nc1ccc([N+](=O)[O-])cc1)N1CCN(C/C=C/c2ccccc2)CC1 (stereo unspecified)	-1.2	-16.2	-0.8	-3.6	-0.9	4.2	1.2	-0.5	-1.9	13.2	-4.8
Cc1ccc(-c2nc(N/N=C/c3ccccc3[N+](=O)[O-])c3ccccc3n2)cc1	0.9	3.8	3.5	0.3	2.2	4.0	8.2*	9.5	0.1	-1.9	2.5
CCN(CC)/C(=N/O)NC(=O)NS(=O)(=O)c1ccc(C)cc1	0.1	-3.2	-0.7	5.7	0.0	-2.1	1.1	0.6	-1.3	5.4	0.9
CCc1c(O)nc(SCC(=O)N2CCOCC2)n(-c2ccccc2)c1=O	-0.3	1.2	-0.8	2.8	-0.9	-1.1	-1.4	1.1	-1.6	0.7	-0.9
COc1cccc(NC(=S)NN2CCN(C)CC2)c1	-0.1	3.5	-0.5	4.5	0.7	0.4	2.1	-2.1	-1.0	-2.6	0.3
O=C(O)CCCC(=O)Nc1ccc(Br)cc1C(=O)O	-0.4	-0.4	-0.7	-2.3	-0.2	-0.7	-1.8	-0.5	-1.0	-6.7	4.3
COCCN(C(=O)COC(=O)C1(c2ccccc2)CC1)c1c(N)n(CC(C)C)c(=O)[nH]c1=O	0.5	12.3	1.3	1.7	0.6	-1.1	-1.5	1.4	-0.9	-13.7	1.8
COc1cccc(OC)c1C(=O)Nc1nc2ccc(S(C)(=O)=O)cc2s1	-1.1	1.7	0.0	4.2	2.4	-0.3	-1.5	0.8	-0.6	-0.6	5.7
O=C1CSC(c2cccc(F)c2)N1c1ccccc1F (stereo unspecified)	-0.2	-3.0	2.3	0.8	0.5	-1.8	2.5	-1.7	-1.2	-6.7	-3.3
COc1ccc(-c2cn(CC3CCCCC3)nn2)cc1	1.1	4.2	6.5	-5.2	0.8	0.4	2.8	5.0	-0.5	-0.4	-1.1
CCOc1cc(/C=N/NC(=O)CSc2cccc3cccnc23)ccc1O	-1.2	-3.7	0.3	3.2	-0.3	-1.7	-3.6	-2.9	-1.6	-39.2	0.9
Cc1ccc(-c2nc3ccc(NS(=O)(=O)c4ccccc4)cc3[nH]2)o1	0.1	-9.0	0.5	-4.8	1.7	0.1	3.4	4.9	-1.1	-31.2	-8.6
Cc1cc2c3nonc3ccc2n1-c1ccccc1	-0.7	4.0	-2.8	5.9	1.6	-1.3	0.3	5.0	-0.6	-61.6	7.8
Oc1cccc(CCC2CCCCN2Cc2cn[nH]c2-c2ccc3c(c2)OCO3)c1 (stereo unspecified)	0.4	-14.7	-0.3	-10.9	-0.7	0.1	0.6	-1.0	-0.3	-2.7	-14.7
Cc1cc(Br)cc(Br)c1OCC(=O)NNC(=O)c1ccoc1C	-0.7	-5.2	3.0	0.9	0.3	-1.7	-3.7	-0.2	-1.0	-2.7	2.9
O=S(=O)(NC1CCCCC1)c1ccc(F)c2ccccc12	0.1	-27.5	0.9	-4.7	0.1	-2.0	-1.9	-2.7	-1.6	14.1	4.2
CC1CCCCN1S(=O)(=O)c1ccc(C(=O)N2CCOCC2)cc1 (stereo unspecified)	-0.1	-0.2	-0.5	1.1	-0.6	0.8	-1.2	0.2	-0.5	-1.8	1.7
CCOc1ccccc1NC(=O)CSc1nccn1-c1ccccc1	-0.6	2.2	2.4	1.3	0.1	1.7	1.0	0.0	-0.9	6.7	-0.1
O=C(NCc1cccc(Cl)c1)C1CCC(=O)N(C2CC2)C1 (stereo unspecified)	-0.1	1.0	0.6	3.2	0.1	-0.4	0.5	-0.6	-0.7	-2.9	2.6
Cc1ccc(N(CC(=O)NC(C)(C)C)C(=O)CCC(=O)Nc2nccs2)cc1C	-0.2	-8.6	0.7	-1.0	-2.3	-1.9	3.1	-0.7	-1.6	1.7	-4.9
COC(=O)c1[nH]c2cc(OC)ccc2c1N	0.6	-3.1	-1.3	-4.9	1.0	1.5	0.6	0.9	0.2	-26.7	-10.5
NC1=NC(=O)C(c2ccccc2)C(=O)N1 (stereo unspecified)	-0.9	6.7	0.3	5.7	1.5	-1.3	-1.1	-2.4	-1.0	-12.7	7.6
Cn1cccc1C(=O)C(=O)Nc1ccccc1	3.8*	9.8	-0.2	0.8	0.5	5.5	4.3	12.5*	1.0*	-0.3	-4.0
CC(C)CCN(CC(=O)NC1CCCC1)C(=O)C(=O)Nc1ccc2c(c1)OCCO2	0.0	0.1	-0.1	-3.1	0.4	-3.0	-0.3	1.4	-0.9	-2.1	-1.2
Cc1c(OCC(N)=O)ccc2c(-c3ccccc3)cc(=O)oc12	-0.5	-2.0	3.7	-2.8	0.0	-0.9	-2.6	1.9	-1.0	-5.4	-2.9
